Compound activity (PubChem BioAssay)
MsrA act: bovine methionine sulfoxide reductase A activation. activation, % at 10.6 µM. purified bovine MsrA, absorbance read-out. 360,000 compounds, 0.3% hits; in the data active = activation above about 7.5%;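 note: 0% = vehicle and 100% = reference activator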
MT1-MMP act inh: inhibitors of human MT1-MMP activation; P50281; HT1080 RFP-PRO-GFP cells, GFP/RFP ratio fluorescence, overnight; percent of plate control window, DMSO zero; GFP/RFP ratio change, % at 20 µM; 360,000 compounds, 0.061% hits;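 active = GFP/RFP ratio change of at least 30% with cell ATP level not reduced by more than half and red fluorescence within 50% of control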; note: strong numbers were not always called active
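Material: RFP-PRO-GFP reporter HT1080 cells. Dosing: single-point 20 µM compound, 1% DMSO. Controls: DMSO and RFP-L50D-GFP cell wells. Timing: cells overnight before dosing, compound overnight, 37 °C, 5% CO2. Measure: GFP/RFP fluorescence ratio.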
PABP1 MLLE inh: inhibitors of microRNA-mediated deadenylation, human PABP1 MLLE binding. P11940. GST-MLLE / FITC-PAM2 fluorescence polarization. inhibition, % at 20 µM. 360,000 compounds, 0.36% hits; in the data active = inhibition above about 35%, passing the limit was not always enough;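 note: plate controls were DMSO wells with GST-MLLE for no effect and wells lacking GST-MLLE protein for full effect; some results filed as inactive read as strong as hits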
Rin1 Abl inh: human Rin1-Abl interaction inhibition; AID 588664; P00519+Q13671; 360,000 compounds, 0.4% hits; TR-FRET Rin1/Abl binding, biochemical; inhibition, % at 7.35 µM; in the data active = inhibition above about 5%, passing the limit was not always enough
E coli Lon inh: E. coli protease La inhibition; inhibition, % at 7.94 µM; purified E. coli Lon protease, fluorescence polarization; 360,000 compounds, 0.42% hits; P0A9M0; in the data active = inhibition above about 13%, passing the limit was not always enough;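 note: 0% = enzyme with probe and DMSO and 100% = no enzyme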
CendR NRP1 mod: alters CendR peptide binding to human NRP-1; O14786; FAM-RPARPAR peptide binding to NRP-1, fluorescence polarization; inhibition, % at 25 µM; 360,000 compounds, 0.85% hits; AID 602438;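 active = inhibition or corrected inhibition above about 18%, plus a signal ratio from 0.5 to 1.5, limit read from the data, passing the limit was not always enough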; note: strong numbers were not always called active
Target sequence (O14786 whole entry, looked up): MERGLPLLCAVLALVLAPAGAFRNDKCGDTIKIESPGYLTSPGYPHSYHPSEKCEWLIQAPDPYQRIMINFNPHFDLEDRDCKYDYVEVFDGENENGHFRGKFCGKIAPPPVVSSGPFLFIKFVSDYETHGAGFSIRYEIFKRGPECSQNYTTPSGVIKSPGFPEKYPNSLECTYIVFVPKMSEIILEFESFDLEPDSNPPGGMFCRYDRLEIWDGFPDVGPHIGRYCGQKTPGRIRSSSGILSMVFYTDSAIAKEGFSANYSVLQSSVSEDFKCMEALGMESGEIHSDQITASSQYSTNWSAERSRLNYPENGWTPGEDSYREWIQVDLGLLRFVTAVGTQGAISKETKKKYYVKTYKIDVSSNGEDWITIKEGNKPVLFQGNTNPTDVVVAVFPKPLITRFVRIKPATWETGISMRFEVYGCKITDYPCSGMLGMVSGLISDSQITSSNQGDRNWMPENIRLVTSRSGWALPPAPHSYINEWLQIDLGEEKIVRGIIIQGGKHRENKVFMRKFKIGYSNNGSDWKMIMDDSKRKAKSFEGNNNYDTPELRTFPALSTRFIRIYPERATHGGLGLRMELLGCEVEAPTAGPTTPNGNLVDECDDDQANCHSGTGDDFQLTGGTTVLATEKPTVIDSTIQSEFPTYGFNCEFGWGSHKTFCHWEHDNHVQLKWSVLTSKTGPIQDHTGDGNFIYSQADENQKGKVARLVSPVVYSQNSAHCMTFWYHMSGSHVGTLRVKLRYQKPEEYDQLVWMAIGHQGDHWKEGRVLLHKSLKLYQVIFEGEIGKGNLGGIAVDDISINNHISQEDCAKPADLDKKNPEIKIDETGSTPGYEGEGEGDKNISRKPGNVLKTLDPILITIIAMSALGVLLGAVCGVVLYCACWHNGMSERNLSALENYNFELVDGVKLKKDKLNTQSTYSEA
FAS-TE inh: FAS thioesterase (human) inhibition; P49327; recombinant FAS-TE, OMFH fluorogenic substrate, fluorescence endpoint; inhibition, % at 15 µM; 360,000 compounds, 0.67% hits;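 active = compounds whose normalised, plate-corrected inhibition of enzyme fluorescence in the single-dose primary screen is 50% or more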;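 note: 0% = DMSO with enzyme and 100% = substrate without enzyme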
SKN-1 inh: inhibitors of C. elegans SKN-1 | C. elegans VP596 Pgst-4::GFP/RFP ratio, acrylamide-induced, 24 h | inhibition, % at 21.8 µM | 360,000 compounds, 0.49% hits;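 active = interference check ratio from 0.5 to 1.5 plus GFP to RFP signal ratio inhibition reaching or exceeding a fixed threshold, cut at about 30% in these data, passing the limit was not always enough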; note: some compounds called inactive have numbers as strong as hits
Neddylation inh: blocks human cullin neddylation; 360,000 compounds, 0.58% hits; TR-FRET cullin neddylation, biochemical; calls only at 25 µM; in the data active = inhibition above about 36%
* = called active by the depositor; i = inactive; . = not tested or not shown.

The first three entries, to show the layout:
SMILES	MsrA act	MT1-MMP act inh	PABP1 MLLE inh	Rin1 Abl inh	E coli Lon inh	CendR NRP1 mod	FAS-TE inh	SKN-1 inh	Neddylation inh
O=C(CN1CCN(Cc2ccc3c(c2)OCO3)CC1)Nc1ccc(F)cc1	-0.7	2.0	-0.2	-1.8	-3.9	-5.6	-5.2	12.4	i
Cc1ccnc(NS(=O)(=O)c2ccc(NS(=O)(=O)c3ccc(Br)cc3)cc2)n1	-1.6	-2.6	-2.1	0.8	-11.3	-1.0	-5.1	14.7	i
COc1ccc(/C=C2\SC(=S)N(CCCC(=O)Nc3ccc(C(=O)O)cc3)C2=O)cc1OC	-7.8	-12.1	-48.1	-0.8	-26.2	-88.9	-5.7	6.7	i

Main list (from the top)
SMILES	MsrA act	MT1-MMP act inh	PABP1 MLLE inh	Rin1 Abl inh	E coli Lon inh	CendR NRP1 mod	FAS-TE inh	SKN-1 inh	Neddylation inh
O=C(CN1CCN(Cc2ccc3c(c2)OCO3)CC1)Nc1ccc(F)cc1	-0.7	2.0	-0.2	-1.8	-3.9	-5.6	-5.2	12.4	i
Cc1ccnc(NS(=O)(=O)c2ccc(NS(=O)(=O)c3ccc(Br)cc3)cc2)n1	-1.6	-2.6	-2.1	0.8	-11.3	-1.0	-5.1	14.7	i
COc1ccc(/C=C2\SC(=S)N(CCCC(=O)Nc3ccc(C(=O)O)cc3)C2=O)cc1OC	-7.8	-12.1	-48.1	-0.8	-26.2	-88.9	-5.7	6.7	i
C/C(=N\NC(=O)c1cccc2ccccc12)c1cccnc1	-1.5	-0.5	-14.6	0.0	-6.8	2.6	-4.9	-2.9	i
Cc1cc(Cl)ccc1C(O)c1ncc(-c2cccc(C(F)(F)F)c2)[nH]1 (stereo not drawn)	0.6	4.3	13.0	1.6	2.1	5.1	29.4	-1.5	i
CCSc1ncc(Cl)c(C(=O)N(Cc2ccc(N(C)C)cc2)C2CCS(=O)(=O)C2)n1 (stereo not drawn)	-4.3	-1.4	-1.3	-6.4	-6.9	7.0	-5.4	5.3	i
O=C(c1ccccc1)c1ccc(CN2C(=O)c3ccccc3C2=O)o1	-1.4	10.9	1.3	2.2	5.4	3.0	22.5	16.1	i
CC(C)(C)OC(=O)N1CCOCCOCCN(C(=O)OC(C)(C)C)CCOCC1	-6.8	-6.8	19.4	3.7	-13.2	0.4	-5.5	16.2	i
O=C(CCNC(=O)c1ccc(Br)cc1)Nc1ccc(S(=O)(=O)Nc2ncccn2)cc1	0.3	-5.2	-25.4	-3.5	0.3	-24.5	-9.9	0.1	i
Cc1ccc2c(c1)N(Cc1ccccc1)C(=O)C(C)S2 (stereo not drawn)	-9.7	-2.9	12.7	2.9	3.5	4.8	1.2	-6.6	i
CC(=O)c1c(C)[nH]c(C(=O)CSc2nnc(-c3cccs3)n2Cc2ccccc2)c1C	-3.4	-10.7	-113.8	2.4	-13.6	-7.9	8.0	-0.6	i
Oc1ccc(Br)cc1-c1nc2cnccn2c1NC1CCCC1	-2.6	-17.5	6.9	-3.8	-3.2	-27.9	5.6	-19.3	.
COc1ccc(C)cc1-n1nnnc1SCC(=O)NC1CCS(=O)(=O)C1 (stereo not drawn)	0.4	1.2	4.2	5.7	5.3	-7.3	-7.5	10.1	i
O=C(O)c1ccc(Nc2cnc3ccccc3n2)cc1	-10.0	2.5	10.3	-0.8	10.3	-0.8	-6.7	5.2	i
CCOc1ccc(C2CC(=O)NC2=O)cc1 (stereo not drawn)	-3.9	-2.0	9.1	3.0	6.2	0.4	-0.7	-4.7	i
C#CC(C)(C)NC(=S)NC1CC2C=CC1C2 (stereo not drawn)	-0.1	6.1	-15.9	-3.7	2.3	5.2	-5.0	9.2	i
CC1=CC(=O)C(C(C)C)=C/C1=C(\c1cc(C(C)C)c(OP(=O)(O)O)cc1C)c1ccccc1C(=O)O	-5.1	2.1	6.4	4.4	5.7	-37.0	3.3	9.9	i
COc1ccnc2c1c(=O)n(Cc1ccccc1Cl)c(=O)n2C	-1.4	8.0	7.3	8.3	-4.5	1.9	0.7	3.5	i
CCOc1ccc(CNC(=O)CCS(=O)(=O)Cc2ccccc2C)cc1OC	-1.2	-1.0	0.6	-1.9	-6.2	3.3	-3.7	-1.9	i
Cc1ccc(-n2c(Cc3cccn3C)nnc2SCC(N)=O)cc1	-1.1	5.9	-10.1	0.5	-6.2	-4.7	-10.4	0.1	i
Cc1ccc(-c2nn(-c3ccccc3)cc2CSC(=N)N)cc1	-3.5	-2.6	-16.3	-1.8	-0.8	11.6	-234.0	42.8*	i
Cc1cccc(CN2CCN(C3CN(Cc4cn(Cc5ccccc5F)nn4)S(=O)(=O)C3)CC2)c1 (stereo not drawn)	0.8	3.2	11.7	0.2	-15.4	-2.2	-11.3	1.4	i
CCOc1ccccc1CN1CCN(C2CCN(c3ccccc3F)CC2)CC1CCO (stereo not drawn)	-8.7	-0.1	-16.4	0.1	0.1	-7.7	-4.1	-10.8	i
Cc1ccc2c(c1)c(C)c(C)n2CC(O)Cn1nc(C)cc1C (stereo not drawn)	-13.3	-3.8	-8.8	3.9	-10.2	-16.0	-4.1	18.7	i
Cn1cnnc1SCC(=O)Nc1ccc(Br)cc1F	-7.8	-3.8	-5.1	3.4	0.1	-1.9	-9.2	-3.6	i

Sorted by value in PABP1 MLLE inh (smallest number first): 3 of the compounds above.
compound | PABP1 MLLE inh
C/C(=N\NC(=O)c1cccc2ccccc12)c1cccnc1 | -14.6
COc1ccnc2c1c(=O)n(Cc1ccccc1Cl)c(=O)n2C | 7.3
CC(C)(C)OC(=O)N1CCOCCOCCN(C(=O)OC(C)(C)C)CCOCC1 | 19.4

Later entries:
SMILES	MsrA act	MT1-MMP act inh	PABP1 MLLE inh	Rin1 Abl inh	E coli Lon inh	CendR NRP1 mod	FAS-TE inh	SKN-1 inh	Neddylation inh
CSc1ncc(CN2CCc3c([nH]c4ccccc34)C2c2cccc(C)n2)cn1 (stereo not drawn)	-9.1	-1.0	7.2	-3.1	2.6	-1.0	3.5	-9.7	i
CC(=O)Nc1nonc1-n1nnc(C(=O)NCc2ccccc2)c1C	-11.1	2.3	-6.1	-0.7	6.0	-2.4	-9.9	16.9	i
CCCc1nnc(SCC(=O)N2CCOCC2)n1Cc1ccco1	-1.7	-3.9	-6.1	2.4	12.2	8.9	-4.4	20.2	i
COc1ccc(N2CC(C(=O)N[C@H](C(=O)NC3CCCC3)C(C)C)CC2=O)cc1 (stereo partly drawn)	-0.2	-1.5	-2.5	-0.5	-1.7	4.5	-5.6	15.0	i
CN(CC(=O)Nc1c(Cl)cccc1Cl)C(=O)c1ccc(-n2cncn2)c([N+](=O)[O-])c1	-1.2	-0.1	0.4	1.4	2.0	-0.5	-4.4	-0.3	i
Cc1ccc(S(=O)(=O)CCC(=O)OCC(=O)NCc2ccccc2)cc1	-1.3	-3.5	15.8	-1.9	1.7	1.1	-1.6	17.3	i
CON(C)S(=O)(=O)c1ccc2c(c1)N(Cc1ccc(C)cc1)C(=O)C1CCCN21 (stereo not drawn)	-5.2	7.1	-27.1	-1.3	-14.0	-23.5	2.5	19.0	i
CCCSc1ncnc2[nH]ncc12	-6.8	-7.5	-5.3	-7.3	-6.9	2.8	-4.6	8.6	i
COc1cc(-c2cc(C(=O)Nc3cccc(S(=O)(=O)N(C)C)c3)c3ccccc3n2)cc(OC)c1OC	-1.3	-1.4	-0.4	1.9	7.1	5.1	15.5	31.8	i
Cc1nnc(Cc2ccccc2)c2n[nH]c(C)c12	-6.4	-0.4	-20.8	-2.9	-10.4	-2.3	-6.5	-0.8	i
O=C(OC1CCOC1=O)c1ccc2ccccc2n1 (stereo not drawn)	-0.8	2.1	7.7	-2.4	-2.6	-20.0	-3.6	-11.5	i
O=C(c1ccco1)N1CCN(C(=O)c2ccc(CS(=O)c3ccc(Br)cc3)o2)CC1 (stereo not drawn)	-0.6	-0.9	-9.2	-3.3	-3.8	7.2	2.2	21.7	i
O=S(=O)(Nc1ccc(Cl)c(C(F)(F)F)c1)c1cnc[nH]1	-6.7	-1.0	-8.7	2.1	6.0	4.8	-30.7	-7.9	i
O=S1(=O)CCN(Cc2cccc(Cl)c2)CC1	-2.5	-2.2	14.1	0.8	-10.6	16.1	-4.8	14.4	i
Cc1ccc(-n2nccc2-c2nn(-c3cccc(C(F)(F)F)c3)c(=O)n(C)c2=O)cc1	-1.7	-0.3	4.0	0.0	5.0	-1.6	1.0	1.4	i
CCCc1nnc(NC(=O)CCS(=O)(=O)Cc2ccccc2)s1	-4.8	2.4	-0.9	0.9	-0.8	15.0	-2.1	1.7	i
COc1ccc(-c2nn(-c3ccccc3)cc2/C=N/Nc2ccc(S(N)(=O)=O)cc2[N+](=O)[O-])cc1OC	-11.5	15.5	-27.6	4.6	-7.4	-10.4	20.1	7.0	i
CC(=O)c1cnc2cc(-c3ccccc3)nn2c1C	-3.1	5.7	0.7	2.2	-3.1	-1.4	-0.8	3.4	i
COC(=O)c1ccc2nc(-c3ccc(F)cc3)c(Cc3ccc(OC)cc3C)n2c1	-10.6	-5.6	-8.2	5.7	-12.6	-23.7	2.4	4.3	i
COc1ccccc1Oc1ccc(N/C=C2/CCCC2=O)cc1	-3.0	2.9	-47.2	-0.9	1.7	-6.0	0.3	-1.6	i
Cc1ccc(CCNC(=O)C2CCC(=O)N(Cc3ccccc3F)C2)o1 (stereo not drawn)	-3.8	-2.1	-6.5	-3.6	3.5	1.2	-1.6	17.2	i
COc1cccc(NC(=O)Cc2nnc(SCC(=O)NC(C)c3ccccc3)n2C)c1 (stereo not drawn)	-3.5	1.6	11.1	1.5	-5.5	-5.8	-6.2	-3.4	i
Clc1cc(Cl)cc(CN2CCSCC2)c1	0.6	0.4	-6.2	0.5	3.5	6.8	2.3	-9.0	i
COCc1nnc(NC(=O)CCc2ccc(OC)cc2)s1	-1.2	0.9	-0.5	0.3	-6.6	4.9	-6.3	14.8	i
CCc1ccc(C(=O)OCC(=O)NCC(F)(F)F)cc1	-8.6	3.8	17.1	-0.7	-3.0	-3.1	-12.1	-9.8	i
(more compounds)
SMILES	MsrA act	MT1-MMP act inh	PABP1 MLLE inh	Rin1 Abl inh	E coli Lon inh	CendR NRP1 mod	FAS-TE inh	SKN-1 inh	Neddylation inh
CC(C)(C)C(=O)Nc1c2c(nn1-c1cccc(Cl)c1)CS(=O)(=O)C2	-0.1	-0.3	12.2	0.3	-9.8	0.8	-6.0	2.2	i
c1ccc(-c2nc(NCC3CC3)nc3ccsc23)cc1	-1.2	-0.6	-16.0	-9.9	3.7	1.8	6.9	-5.8	.
COc1ccc(C(c2c(C)n(C)n(-c3ccccc3)c2=O)c2c(C)n(C)n(-c3ccccc3)c2=O)cc1	-0.8	-4.5	3.3	-0.5	-5.8	-8.7	-4.0	1.3	i
CO/N=C/c1c(-c2ccc(Cl)cc2)nc2cc(C)ccn12	-1.9	-0.2	-11.9	1.5	5.2	2.3	18.4	1.9	.
CC(=O)OC1CSC2c3ccccc3C(=O)N2Cc2sccc21 (stereo not drawn)	-9.0	3.4	0.7	1.9	5.0	-3.7	-7.1	19.2	i
COC(=O)C1NN=C(C(=O)c2ccc(Br)cc2)C1c1cccc(Br)c1 (stereo not drawn)	2.0	-0.3	-0.9	-5.6	2.6	-2.3	22.4	7.4	i
Cc1nn(-c2ccccc2)c(N)c1C(O)(C(F)(F)F)C(F)(F)F	-1.2	-2.7	4.2	-3.4	-3.1	-1.8	-8.6	5.9	i
CN(C)CCN[C@H]1CCC2C3CC=C4C[C@@H](O)CC[C@]4(C)C3CC[C@@]21C (stereo partly drawn)	0.1	-3.9	-7.1	-0.4	4.2	-4.7	-3.1	2.7	i
CCc1cc(=O)oc2cc(C)cc(OC(C)C(=O)NC3CC(C)(C)NC(C)(C)C3)c12 (stereo not drawn)	-9.4	3.7	6.7	-3.2	7.2	10.4	-10.3	2.8	.
